Screens: PubChem, National Center for Advancing Translational Sciences (NCATS)
TDP43 rescue = inhibitors of TDP-43 toxicity in yeast; TDP-43 expressing yeast growth rescue, BacTiter-Glo, 24 h; 1.8% of 410,000 active; Potency, µM (top dose mostly 46.1 µM), inactives show at the highest dose growth rescue (activation), most hits filed as activators; AID 652104; further: potency means the concentration at half of the fitted maximal effect; % of control where 0% means no effect; nearly all actives have a fitted effect of over 50% in size
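Galactose-induced TDP-43 yeast, OD600=0.02, compound pinned; 24 hr, 30 deg C; BacTiter-Glo luminescence for growth. Inhibitors of TDP-43 toxicity read as activators.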
aSyn rescue = inhibitors of alpha-synuclein toxicity in yeast | Potency, µM (doses to about 46.1 µM), for the others: at the top dose growth rescue (activation), hits mostly activators | 0.14% of 370,000 active | Yeast expressing alpha-synuclein, growth rescue, BacTiter-Glo, 24 h; further: potency means the concentration at half of the fitted maximal effect; % of control where 0% means no effect; nearly all actives have a fitted effect of over 65% in size
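Rescue of yeast growth: cells expressing toxic alpha-synuclein, induced in galactose at OD600 0.02, incubated with compound 24 h at 30 C. ATP luminescence quantified growth; inhibitors of toxicity appear as activators.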
GLP1R inv ag = inverse agonists of human GLP-1 receptor; P43220; HEK293 GLP-1R CRE-luciferase, luminescence, 24 h; GLP-1R form is constitutively active; Potency, µM (top dose mostly 38.3 µM), for the others: top-dose activity change, negative = inhibition, most hits filed as inhibitors; 1.6% of 410,000 active; AID 624417; further: potency means the concentration at half of the fitted maximal effect; on the % scale 0 is the no-effect control and ±100 the full control effect; nearly all actives have a fitted effect of over 55% in size
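Using stably transfected HEK293 (constitutively active GLP-1R, cAMP-luciferase reporter), compounds were incubated 24 hr and luciferase measured by luminescence.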
FUS suppressor = rescues growth of FUS-expressing yeast. Potency, µM (top dose mostly 76.6 µM), inactives show at the top dose growth rescue (activation), hits mostly activators. AID 1347120. S. cerevisiae FUS-expressing, growth rescue, OD600, 24 h. 0.24% of 390,000 active;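 further: potency means the concentration at half of the fitted maximal effect; plate controls were DMSO vehicle for no effect and reference control for full effect; nearly all actives have a fitted effect of over 55% in size; some results filed as inactive show a strong effect at the top dose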
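Yeast expressing FUS under galactose induction, OD 0.005 in 2% galactose medium; compounds in a dilution series, 24 h at 30C. Growth rescue by absorbance at 600 nm; CP55940 positive control, DMSO negative.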
D3 antag = D3 dopamine receptor (human) antagonism; 2.5% of 360,000 active; P35462; max response, negative = inhibition, %; D3R cells, DiscoveRx beta-arrestin luminescence, antagonist mode; hits give low values; in the data active means max response below about -50%; inconclusive means no clear call, values can overlap the other calls; further: on the % scale 0 is the no-effect control and ±100 the full control effect; mostly tested at two doses, the higher about 12 µM
Target sequence (P35462 whole entry, looked up): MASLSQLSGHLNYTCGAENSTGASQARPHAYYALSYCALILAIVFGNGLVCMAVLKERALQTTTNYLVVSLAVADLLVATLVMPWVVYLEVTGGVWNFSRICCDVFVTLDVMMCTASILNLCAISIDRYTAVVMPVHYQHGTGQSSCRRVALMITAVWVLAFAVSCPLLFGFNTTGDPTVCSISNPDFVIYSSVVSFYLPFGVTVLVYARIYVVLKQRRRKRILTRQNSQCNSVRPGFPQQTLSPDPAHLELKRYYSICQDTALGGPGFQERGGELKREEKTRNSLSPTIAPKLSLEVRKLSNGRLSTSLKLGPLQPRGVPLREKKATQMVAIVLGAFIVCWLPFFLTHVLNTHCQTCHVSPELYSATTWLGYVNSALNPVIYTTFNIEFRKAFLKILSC
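Cells plated overnight at 1500 cells/well, then exposed to library compounds with dopamine controls for 90 minutes at 37 degrees C. DiscoveRx reagent added for 30–60 minutes at room temperature; luminescence read, quantitative HTS format.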
Abeta yeast res = restores growth of yeast expressing A-beta42 peptide; yeast expressing A-beta42, growth rescue, OD600, 48 h; response scale: 0% DMSO, 100% iron-clioquinol control; Potency, µM (series often up to 46.1 µM), inactives show top-dose growth rescue, usual class: activators; 0.063% of 410,000 active; AID 1347071; further: potency means the concentration at half of the fitted maximal effect; nearly all actives have a fitted effect of over 55% in size
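Growth rescue measured by 600 nm absorbance after 48 h yeast culture at 30 C with compound. Values normalized between DMSO and an equimolar ferric chloride plus clioquinol control.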
PTHR1 agonist = activates the human parathyroid hormone receptor PTHR1; AID 743266; Q03431; 0.075% of 410,000 active; Potency, µM (top dose mostly 115 µM), inactives show at the highest dose activation, hits mostly activators; HEK293 GP2 PTHR1 cells, GloSensor cAMP luminescence, 1 h; further: potency means the concentration at half of the fitted maximal effect; nearly all actives have a fitted effect of over 55% in size; some results filed as inactive show a strong effect at the top dose; inactives centre near -15; many of its hits are not listed in these tables
Target sequence (Q03431 whole entry, looked up): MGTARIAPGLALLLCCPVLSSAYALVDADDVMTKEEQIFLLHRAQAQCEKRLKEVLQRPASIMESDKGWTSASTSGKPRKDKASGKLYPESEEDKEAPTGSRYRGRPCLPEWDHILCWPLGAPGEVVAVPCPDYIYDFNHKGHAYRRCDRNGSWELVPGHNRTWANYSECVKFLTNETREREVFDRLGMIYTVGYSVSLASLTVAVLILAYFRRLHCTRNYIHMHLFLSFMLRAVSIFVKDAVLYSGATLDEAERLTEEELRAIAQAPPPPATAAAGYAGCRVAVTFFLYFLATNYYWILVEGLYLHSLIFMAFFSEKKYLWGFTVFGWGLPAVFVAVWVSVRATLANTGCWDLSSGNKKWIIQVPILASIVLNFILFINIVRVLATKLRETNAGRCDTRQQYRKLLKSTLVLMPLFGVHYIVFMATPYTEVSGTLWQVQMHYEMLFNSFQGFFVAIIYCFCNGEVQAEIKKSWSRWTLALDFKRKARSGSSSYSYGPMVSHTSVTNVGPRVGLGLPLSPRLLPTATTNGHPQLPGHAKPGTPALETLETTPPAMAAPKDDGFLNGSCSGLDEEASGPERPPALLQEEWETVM
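HEK-293-derived GP2 cells expressing PTHR1 and a GloSensor cAMP reporter, 3,000/well, plated overnight, given luciferin plus IBMX (each 0.5 mM as added) for 1 h at 37 °C, then compound for 1 h at 37 °C. Luminescence was read after 15 min at room temperature.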
Akt phos inh = inhibitors of Akt phosphorylation. Neuro2A IGF-stimulated pAkt S473 HTRF, 20 min; hits give low values. activity change, % for hits at 50 µM. 0.32% of 360,000 active; in the data active means activity change below about -80%; inconclusive means mostly about -51% to -80%; further: on the % scale 0 is the no-effect control and ±100 the full control effect
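Neuro2A cells in DMEM with 0.5% FBS, overnight at 37 deg C, given compound at single 50 µM final, then IGF (6 nM final) for 20 min at 37 deg C. Lysed; phospho-Akt Ser473 by HTRF after 24 h, 665/615 ratio.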
GLP1R ag = GLP-1 receptor (human) agonism | HEK293 GLP-1R CRE-luciferase, luminescence, 4-6 h; cells express a hypersensitive GLP-1R form | AID 624172 | Potency, µM (series often up to 45.6 µM), without a hit: top-dose activation, actives largely listed as activators | 0.007% of 380,000 active | P43220; further: potency means the concentration at half of the fitted maximal effect; % of control where 0% means no effect
An asterisk follows results filed as active; i = inactive; ? = inconclusive; · = no result given; & = joins results of further samples; [ ] = remark or other dose. Unless noted, the call rests on the fitted dose curve; in most records, active means well fitted curve in the direction sought with a large enough effect; inconclusive means small, poorly fitted or top-dose-only effect, or another doubt; inactive means no such curve, though single readings can be large; an effect the other way counts as inactive or inconclusive. The list is partial; count on the stated rates, not on these rows.

SMILES	TDP43 rescue	aSyn rescue	GLP1R inv ag	FUS suppressor	D3 antag	Abeta yeast res	PTHR1 agonist	Akt phos inh	GLP1R ag
CSCCn1c(C(C)(C)C)cc(C(=O)O)c1C	-4%	2%	9%	4%	-13	16%	-22%	i	-2%
Nc1cc(OCc2ccccc2)ccc1OCc1ccccc1	12%	14%	?	3%	13	6%	-12%	i	13%
CC(=O)N1CCc2cc(Br)cc(S(=O)(=O)NCCCN3CCCC(C)C3)c21 (configuration not stated)	8%	2%	-5%	10%	-60*	14%	-23%[57.5 µM]	i	-13%
CCc1nc2ccc(C(=O)NCCOc3ccc(OC)cc3)cn2c1N(C)CCCc1ccccc1	12%	-17%	?	34%	2	-9%	-15%	i	-3%
CN1CCN(C(=O)c2cc3ccccc3oc2=O)CC1	6%	1%	-3%	-10%	8	2%	i	i	-6%
Cc1cccc(NC(=O)C2C3C=CC(O3)C2C(=O)O)c1C (configuration not stated)	·	-76%[inhibitor]	18%	17%	0	11%	-10%	i	5%
O=C(c1ccco1)N1CCN(Cc2nnnn2CC2CCCO2)CC1 (configuration not stated)	-1%	4%	-26%	-5%	-4	-14%	i	i	-3%
Nc1c(C(=O)Nc2cccc(C(F)(F)F)c2)c2ccccn2c1C(=O)c1ccccc1	5%	·	6%	-7%	·	-17%	i	·	·
COc1ccc(OCCNC(=O)C2(C)CCN2Cc2ccc(SC)cc2)cc1 (configuration not stated)	3%	14%	3%	-5%	9	-2%	i	i	13%
Cc1ccc(C(C(=O)NC2CCCCC2)N(CC2CCCO2)C(=O)CNC(=O)c2ccco2)cc1 (configuration not stated)	-1%	1%	?	-1%	15	9%	i	i	-3%
COc1cc(/C=C(\C#N)c2nc3ccccc3s2)cc([N+](=O)[O-])c1O	-4%	-10%	-1%	17%	?	-11%	-19%	i	1%
CCOc1ccc(C(=O)NCCC(=O)N2CCC3(CC2)NCCc2[nH]cnc23)cc1OCC	-24%	-4%	8%	-1%	-1	-4%	-9%	i	1%
CC(=O)c1cc2c(ccc3ccccc32)oc1=O	-20%	0%	12%	-11%	-27	-2%	-25%	i	-14%
COc1ccccc1N1CCN(C(=O)CCCCCn2c(=O)[nH]c3ccsc3c2=O)CC1	-1%	0%	-7%	13%	41	6%	-18%	i	12%
COc1ccc(C(=O)OC(C)C(=O)NC(C)CCc2ccccc2)cc1[N+](=O)[O-] (configuration not stated)	-6%	3%	-12%	-5%	4	-3%	-15%	i	27%
O=C(COC(=O)[C@@H]1CC(O)CN1S(=O)(=O)c1ccc2c(c1)OCCO2)NCc1ccc(F)cc1 (some centres not stated)	0%[0.397 µM]	-8%	39%[activator]	12%	23	0%	i	i	4%
CN1CCC(=NNC(=O)COc2ccc(Cl)cc2)CC1	-2%	-2%	-15%	11%	3	15%	-18%	i	4%
COc1cccc(C(=O)NCC(=O)NCc2cc(=O)n(C)c(=O)n2C)c1	1%	2%	7%	-24%	4	2%	i	i	-2%
Cn1c(C2=C(O)CN(c3ccc4c(c3)OCCO4)C2=N)nc2ccccc21	-1%	-5%	2%	7%	14	8%	i	i	3%
CNc1ccc(Br)cc(C(=O)/C=C/c2cccc(OC)c2OC)c1=O	-16%	·	0%	12%	-17	-3%	-94%	·	-1%

Arranged by value in D3 antag (largest number first): 7 from the list above.
smiles	D3 antag
O=C(COC(=O)[C@@H]1CC(O)CN1S(=O)(=O)c1ccc2c(c1)OCCO2)NCc1ccc(F)cc1 (some centres not stated)	23
Cn1c(C2=C(O)CN(c3ccc4c(c3)OCCO4)C2=N)nc2ccccc21	14
CN1CCN(C(=O)c2cc3ccccc3oc2=O)CC1	8
CCOc1ccc(C(=O)NCCC(=O)N2CCC3(CC2)NCCc2[nH]cnc23)cc1OCC	-1
CSCCn1c(C(C)(C)C)cc(C(=O)O)c1C	-13
CNc1ccc(Br)cc(C(=O)/C=C/c2cccc(OC)c2OC)c1=O	-17
CC(=O)c1cc2c(ccc3ccccc32)oc1=O	-27

Next section:
SMILES	TDP43 rescue	aSyn rescue	GLP1R inv ag	FUS suppressor	D3 antag	Abeta yeast res	PTHR1 agonist	Akt phos inh	GLP1R ag
C#CCOCCOCCOCCNc1nc(N2CCN(C(=O)CCCCCCCCCCNC(=O)[C@@H](CCSC)n3cc(CCO)nn3)CC2)nc(N2CCN(C(=O)CCCCCCCCCCNC(=O)[C@H](CCSC)n3cc(CCO)nn3)CC2)n1	-9%	-5%	3%	?	0	-5%	?	i	-2%
Cc1cc(Cl)ccc1Nc1ncnc2onc(C)c12	36%	·	9%	-21%	·	-17%	i	·	·
Cc1noc(C(=O)N(C)c2ccccc2)c1Cl	11%	-8%	5%	-5%	9	-22%	i	i	1%
COc1ccc(CC(=O)NCc2nnc(SCC(=O)c3ccc(OC)cc3)n2C)cc1	·	1%	2%	10%	24	-5%	-27%	i	0%
CC1CC(C)(C)NC(C)c2ccccc21 (configuration not stated)	14%	1%	10%	-23%	0	17%	i	i	-5%
CCOc1ccccc1NC(=O)N(Cc1ccc(C)o1)C1CCN(C(C)=O)CC1	13%	·	17%	4%	·	1%	-4%	·	·
COc1ccc(C(C)(O)c2nc(-c3cccc(NC(C)=O)c3)cs2)cc1 (configuration not stated)	?	7%	3%	-4%	15	-4%	i	i	13%
CCc1nc(N)nc(N)c1-c1ccc(Cl)c(N=[N+]=[N-])c1	5%&9%	-10%&8%	-20%&-23%	·	12&8	12%&6%	i	i	12%&3%
CCOC(=O)c1c(C)[nH]c(CCC(=O)Nc2c(Cl)cc(OC)cc2OC)c1C	13%	·	8%	38%	·	-7%	-5%	·	·
COC(=O)[C@H]1[C@@H](C)N(Cc2ccccc2)C(=O)N[C@H]1c1cccc(C(F)(F)F)c1	0%	10%	-26%	19%	-5	-8%	i	i	0%
O=C1/C(=C/c2ccco2)Cc2ccccc21	24%	1%	17%	5%	13	-8%	i	i	12%
O=C(c1ccc(Cl)c([N+](=O)[O-])c1)N1CCN(S(=O)(=O)c2ccc(Cl)cc2)CC1	15%	9%	?	-18%	5	19%	-22%	i	-3%
COc1ccc(Cn2cc3c(-c4ccc(F)cc4)nnc-3c3cc(OC)c(OC)cc32)cc1	20%	-1%	?	2%	1	-1%	i	i	-4%
CCOC(=O)c1c(C)nc2sc(C(=O)Nc3ccc(C(C)=O)cc3)c(N)c2c1-c1ccc(OC)cc1	11%	5%	8.9µM*	19%	34	23%	0%[57.5 µM]	i	4%
N#CC1(NC(=O)CN2C(=O)c3ccc([N+](=O)[O-])cc3C2=O)CCCCC1	5%	0%	-2%	4%	3	5%	i	i	-19%
CC(C)[C@H]1COCCS(=O)(=O)N1Cc1ccccc1-c1cccc2c1oc1ccccc12	10%	14%	?	37%	15	5%	-25%	i	4%
COc1cc(-c2cc(C(=O)Nc3ccc(C)c(S(=O)(=O)N4CCOCC4)c3)c3ccccc3n2)cc(OC)c1OC	-15%	1%	75%[activator]	54%	51	10%	i	i	24%
COc1cccc(-n2c(C)c(C(C)=O)c(C(C)=O)c2C)c1	6%	2%	0%	11%	4	-6%	i	i	-6%
CC(NC(=O)NC1CCCCC1)C(c1cccs1)N1CCN(c2ccccc2)CC1 (configuration not stated)	5%	-3%	?	-7%	-55*	-1%	i	i	1%
CCCCNC(=O)c1ccc2c(c1)N(C)C(=O)c1ccccc1S2	4%	11%	-22%	11%	-2	-4%	0%	i	9%
Cn1c(/C(C#N)=C(\O)c2ccc([N+](=O)[O-])s2)nc2ccccc21	-4%	-2%	8%	17%	67	-1%	-1%	i	-1%
CCn1c(C)nc2cc(C#N)ccc21	4%	-2%	25%	6%	-17	-6%	i	i	4%
Cc1cccc(Nc2ncnc3nc[nH]c23)c1	11%	-8%	14%	-20%	2	1%	i	i	1%
N#C/C(=C\c1ccc(F)cc1)C(=O)NCC1CCCO1 (configuration not stated)	15%	·	7%	-19%	·	?	-3%	·	·
CCOc1ccccc1NC(=O)COC(=O)Cc1ccc(-c2ccccc2)cc1	18%	1%	-5%	33%	46	4%	i	i	4%
CS(=O)(=O)c1ccc(C(=O)OCC(=O)NC23CC4CC(CC(C4)C2)C3)cc1[N+](=O)[O-]	12%	3%	33%[activator]	5%	-58*	-11%	i	i	-14%
Cc1c(C(=O)NCc2cccnc2)oc2ccc(S(=O)(=O)N3CCC4(CC3)OCCO4)cc12	0%	?	0%	-3%	19	17%	-16%	i	0%
CCOC(=O)c1ccccc1NC(=O)COC(=O)C1CCN(S(=O)(=O)c2ccccc2C(=O)OC)CC1	19%	2%	14%	23%	1	1%	i	i	2%
COc1cccc(OCc2nc3ccccc3c(=O)n2N)c1	-19%	-2%	-6%	17%	-12	-3%	-32%	i	1%
CCOC(=O)CSc1nc2cc(C)cc(C)c2cc1C#N	-2%	-2%	-29%	24%	4	3%	-22%	i	1%
Cc1ccc(C)c(N2CCN(S(=O)(=O)c3ccc4c(c3)CCN4C(=O)CCC(=O)O)CC2)c1	8%	2%	18%	-24%	8	0%	-22%	i	3%
O=[N+]([O-])c1cc2c(c(CSc3nnnn3-c3ccc(O)cc3)c1)OCOC2	0%	3%	?	8%	25	3%	-1%	i	20%
CC(C)c1nc(CNC(=O)c2ccc(OC3CCN(Cc4ccccn4)CC3)cc2)cs1	-19%	-5%	?	24%	-18	1%	i	i	2%

Given field by field: 2 of the compounds above.
CS(=O)(=O)c1ccc(C(=O)OCC(=O)NC23CC4CC(CC(C4)C2)C3)cc1[N+](=O)[O-]
  TDP43 rescue = 12%
  aSyn rescue = 3%
  GLP1R inv ag = 33%[activator]
  FUS suppressor = 5%
  D3 antag = -58*
  Abeta yeast res = -11%
  PTHR1 agonist = i
  Akt phos inh = i
  GLP1R ag = -14%

Cc1c(C(=O)NCc2cccnc2)oc2ccc(S(=O)(=O)N3CCC4(CC3)OCCO4)cc12
  TDP43 rescue = 0%
  aSyn rescue = ?
  GLP1R inv ag = 0%
  FUS suppressor = -3%
  D3 antag = 19
  Abeta yeast res = 17%
  PTHR1 agonist = -16%
  Akt phos inh = i
  GLP1R ag = 0%
